RSV CPE inhibition: inhibition of RSV-induced cytopathic effect – HEp-2 cells, primary 10 µM value included (AID 2391) | 310,000 tested, 0.13% active | CPE inhibition, % at 10 µM; hits with a dose series show IC50 in µM | HEp-2 cells, RSV-induced CPE inhibition; higher % means a stronger effect; in the data active means a potency from the dose series; inconclusive means CPE inhibition mostly from about 23% at the one dose, without a potency; inactive means the rest, 99 in 100 with CPE inhibition below about 21%; further: strong numbers were not always called active
SV40 large T antigen: TAg ATPase/helicase activity blockers – biochemical (AID 1903) | SV40 large T antigen ATPase/helicase inhibition assay; higher % means a stronger effect | inhibition, % at 20 µM; hits with a dose series show IC50 in µM | 310,000 tested, 0.39% active; in the data active means a potency from the dose series; inconclusive means inhibition mostly from about 32% at the one dose, without a potency; inactive means the rest, 99 in 100 with inhibition below about 32%; further: strong numbers were not always called active
GPR35 arrestin U2OS: inhibition of zaprinast-stimulated GPR35 beta-arrestin translocation – imaging, U2OS, beta-arrestin-GFP, zaprinast agonist, primary screen (AID 2058); U2OS GPR35 beta-arrestin-GFP translocation imaging, zaprinast antagonism; higher % means a stronger effect; inhibition, % at 10 µM; hits with a dose series show IC50 in µM; 290,000 tested, 0.052% active;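 active means inhibition of at least 50% with at least 30 cells and total cytoplasm GFP at most 10,000,000; inconclusive means under 30 cells or total GFP of 10,000,000 plus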
NS5 inhibitors: Dengue-2 NS5 methyltransferase inhibitors, primary screen, biochemical, confirmation dose response (AID 588689). Dengue-2 NS5 methyltransferase capping enzyme assay, biochemical; higher % means a stronger effect. inhibition, % at 25 µM; hits with a dose series show IC50 in µM. 340,000 tested, 0.3% active; in the data active means a potency from the dose series; inconclusive means inhibition above about 29% without an active follow-up result
LYP phosphatase: PTPN22 lymphoid phosphatase activity blockers – biochemical, fluorescence intensity, uHTS (AID 1779); recombinant LYP phosphatase, fluorescence intensity; higher % means a stronger effect; inhibition, % at 11.5 µM, or IC50 in µM where a hit was titrated; 290,000 tested, 0.054% active; in the data active means inhibition above about 50%;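 further: plate controls were vehicle with enzyme for no effect and no enzyme for full effect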
PhoP inhibition: inhibitors of PhoP regulon expression, primary screen, Salmonella Typhimurium, GFP reporter (AID 1863); 300,000 tested, 0.16% active; S. Typhimurium PhoP-regulated promoter GFP reporter, 4 h; higher % means a stronger effect; inhibition, % at 50 µM, or IC50 in µM where a hit was titrated;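 active means inhibition over 29.93%, a cutoff 3 SD above the screen mean, later confirmed by dose response; inconclusive means inhibition over 29.93% but no dose response follow-up; inactive means inhibition at most 29.93% or unconfirmed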;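 further: 0% = low Mg2+ inducing control and 100% = high Mg2+ repressing control; strong numbers were not always called active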
MgcRacGAP inhibition: MgcRacGAP GTPase-activating activity inhibitors, confirmation, biochemical, ADP Hunter fluorescence; MgcRacGAP-stimulated Rac1 GTP hydrolysis, ADP Hunter fluorescence; higher % means a stronger effect; GST-tagged Rac1 F28L mutant substrate; inhibition, % at 30 µM, or IC50 in µM where a hit was titrated; 340,000 tested, 0.6% active; AID 624330;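 active means first-screen hits whose inhibition reached a set limit at any dose in the follow-up dose series; inconclusive means inhibition above the set first-screen limit but never retested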;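 further: fluorescence reports GDP produced by GAP-driven GTP hydrolysis; strong numbers were not always called active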
CSM14.1 death rescue: rescue of cells from ER stress-induced death, primary screen, 384-well, CSM14.1, thapsigargin, ATP luminescence (AID 1222). 190,000 tested, under 10 active. cellular ATP content (survival), % at 20 µM, or EC50 in µM where a hit was titrated. CSM14.1 thapsigargin-induced death rescue, ATP luminescence; higher % means a stronger effect;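 active means EC50 below 50 µM in the dose-response confirmation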;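 further: death triggered by thapsigargin at about 15 µM added after 2 h compound pretreatment; cell ATP read after overnight thapsigargin exposure of roughly 18 to 22 hours; normalized against plate controls of thapsigargin alone and 5% DMSO vehicle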
West Nile virus CPE: inhibition of WNV-induced cytopathic effect – cell-based, CPE readout (AID 1621); West Nile virus-infected cells, CPE inhibition; higher % means a stronger effect; CPE inhibition, % at 10 µM; hits with a dose series show IC50 in µM; 290,000 tested, 0.02% active; in the data active means a potency from the dose series; inconclusive means CPE inhibition mostly from about 3.7% at the one dose, without a potency; inactive means the rest, 99 in 100 with CPE inhibition below about 2.2%; further: strong numbers were not always called active
NS5 inhibitors pilot replicate: recorded beside NS5 inhibitors, whose call it bears; inhibition, %; measured here: pilot screen replicate inhibition
Active calls of the source: *; ? = inconclusive; / = not tested or not shown.

SMILES | RSV CPE inhibition | SV40 large T antigen | GPR35 arrestin U2OS | NS5 inhibitors | LYP phosphatase | PhoP inhibition | MgcRacGAP inhibition | CSM14.1 death rescue | West Nile virus CPE | others
O=C(O)CSc1ncnc2c1sc1nc(-c3ccccc3)c3c(c12)CCC3 | ? | 22% | -19% | 23% | -5% | -19% | 5% | / | -0.2%
COc1cccc(NC(=O)CSc2nnc(COc3ccc4c(c3)CCCC4)o2)c1 | 2.0% | 1% | 16% | -4% | 2% | -2% | 11% | -2.4% | 0.2%
O=c1nc2n(c3c1oc1ccccc13)Cc1ccccc1-2 | / | 6% | -7% | / | -11% | -9% | / | -0.6% | 0.1%
Cc1cc2oc(=O)cc(CN3CCC(C)CC3)c2cc1Cl | 0.9% | 15% | -3% | -10% | 4% | 10% | 6% | 0.9% | -0.3%
COCCCn1c2nc3ccccc3nc2c2c(=O)n(Cc3ccccc3Cl)cnc21 | 6.2% | / | 37% | / | -3% | / | / | -0.4% | 0.0%
COc1ccc(OC)c(NC(=O)COc2ccc(S(=O)(=O)N3CCCC3)cc2)c1 | 2.0% | 10% | -3% | 0% | -7% | 2% | 7% | / | -0.6%
CC(=O)N(c1ccccc1)c1nnc(-c2cnc(C)cn2)s1 | 0.8% | / | 13% | 0% | -4% | / | -6% | -2.5% | 0.3%
O=C(O)C1Cn2c(nc3c(c2=O)C2(CCCC2)Cc2ccccc2-3)S1 (centres undefined) | 1.6% | -2% | 14% | -3% | -2% | -2% | 3% | -0.5% | -0.3%
CC1=C(C(=O)OCc2ccccc2)C(c2cccc3ccccc23)NC(=O)N1CCCC(=O)O (centres undefined) | 3.5% | 6% | / | -4% | / | / | 7% | / | /
COc1ccc(N(CC(=O)N2CCc3ccccc3C2)S(=O)(=O)c2c(C)[nH]c(=O)[nH]c2=O)cc1 | 0.4% | 6% | -8% | 2% | 1% | -6% | 15% | -0.6% | 0.2%
OCC1(Cc2ccc(Cl)cc2)CCN(CCCc2ccccc2)CC1 | -2.3% | 6% | 6% | / | -9% | 5% | / | -2.6% | -2.2%
COc1ccc(-c2[nH]n(-c3ccc([N+](=O)[O-])cc3)c(=O)c2C=NCc2ccncc2)cc1 | 15% | -3% | 4% | -1% | -4% | -5% | 8% | -1.9% | -0.1%
COc1ccc(N2CCN(C(=O)CC3NC4CCCCC4NC3=O)CC2)cc1 (centres undefined) | -0.3% | 17% | 1% | 5% | -3% | 4% | 12% | -3.8% | -0.2% | NS5 inhibitors pilot replicate=-0.6
Cc1nn(CCCC(=O)NCc2ccco2)c(=O)c2nn(-c3ccccc3)c(C)c12 | 2.8% | 11% | 5% | -1% | -8% | -1% | 12% | / | -0.3%
CCOC(=O)CNC(=O)C12CC3CC(C1)CC(c1ccc(C)cc1)(C3)C2 | 2.6% | 3% | -16% | -14% | -5% | -7% | 6% | -2.1% | 0.0%
O=C(c1cccc(Cl)c1)N1CCN(c2ncccn2)CC1 | -0.6% | -2% | -6% | -7% | -12% | 17% | 2% | / | -0.4%
O=C(N/N=C/c1ccco1)/C(=C/c1cccc([N+](=O)[O-])c1)NC(=O)c1ccccc1 | 2.4% | 13% | -2% | -5% | 4% | 2% | 9% | -0.4% | 0.7%
CCOC(=O)C1CCCN(C(=S)Nc2ccc(F)cc2)C1 (centres undefined) | -0.6% | -11% | -2% | -11% | 0% | -6% | -2% | -1.4% | -0.6%
CCOC(=O)[C@H]1[C@H]2COc3ccc(Cl)cc3[C@@H]2N2C(=O)c3cc(F)c(F)cc3NC(=O)[C@@]12C | 3.7% | 4% | / | -8% | / | / | 7% | / | /
COc1cccc(-c2nc(-c3ccc(NC(=O)c4ccncc4)cc3)no2)c1 | 2.3% | 10% | 6% | 1% | -7% | 2% | 4% | 6.1% | -0.1% | NS5 inhibitors pilot replicate=-0.6

Six compounds drawn at random from the list so far:
SMILES | RSV CPE inhibition | SV40 large T antigen | GPR35 arrestin U2OS | NS5 inhibitors | LYP phosphatase | PhoP inhibition | MgcRacGAP inhibition | CSM14.1 death rescue | West Nile virus CPE | others
CC1=C(C(=O)OCc2ccccc2)C(c2cccc3ccccc23)NC(=O)N1CCCC(=O)O (centres undefined) | 3.5% | 6% | / | -4% | / | / | 7% | / | /
COc1ccc(N(CC(=O)N2CCc3ccccc3C2)S(=O)(=O)c2c(C)[nH]c(=O)[nH]c2=O)cc1 | 0.4% | 6% | -8% | 2% | 1% | -6% | 15% | -0.6% | 0.2%
Cc1cc2oc(=O)cc(CN3CCC(C)CC3)c2cc1Cl | 0.9% | 15% | -3% | -10% | 4% | 10% | 6% | 0.9% | -0.3%
COc1cccc(NC(=O)CSc2nnc(COc3ccc4c(c3)CCCC4)o2)c1 | 2.0% | 1% | 16% | -4% | 2% | -2% | 11% | -2.4% | 0.2%
CCOC(=O)[C@H]1[C@H]2COc3ccc(Cl)cc3[C@@H]2N2C(=O)c3cc(F)c(F)cc3NC(=O)[C@@]12C | 3.7% | 4% | / | -8% | / | / | 7% | / | /
Cc1nn(CCCC(=O)NCc2ccco2)c(=O)c2nn(-c3ccccc3)c(C)c12 | 2.8% | 11% | 5% | -1% | -8% | -1% | 12% | / | -0.3%

Carrying on:
SMILES | RSV CPE inhibition | SV40 large T antigen | GPR35 arrestin U2OS | NS5 inhibitors | LYP phosphatase | PhoP inhibition | MgcRacGAP inhibition | CSM14.1 death rescue | West Nile virus CPE | others
CS(=O)(=O)Nc1ccc(C(=O)NCCC2=CCCCC2)cc1 | 3.2% | 5% | -4% | -7% | -2% | -6% | -3% | -0.8% | -0.5%
CCN1C(=O)c2cccc3c(NS(=O)(=O)c4ccc(NC(C)=O)cc4)ccc1c23 | 7.6% | 8% | -10% | -5% | -3% | 10% | 5% | 4.8% | 3.4%
CN(C)CCNC(=O)Cc1ncc(C(F)(F)F)cc1Cl | 0.9% | 3% | 4% | -6% | -4% | 0% | 5% | / | 0.6%
CCCOc1cccc(C(=O)N(Cc2ccco2)C2CCS(=O)(=O)C2)c1 (centres undefined) | 0.6% | 4% | -24% | 1% | 4% | 3% | 17% | 2.0% | -0.1%
COc1ccc(CNC(=O)CSc2nnc3c(n2)[nH]c2ccccc23)cc1 | 1.2% | 2% | -7% | -7% | -5% | -6% | 3% | / | 0.2%
CC(=O)NCC(=O)OCC(=O)c1ccc(C)cc1 | 1.3% | 0% | -9% | -5% | -5% | 8% | 12% | 1.3% | 0.1%
Cn1cc(/C=C(\C#N)C(=O)Nc2ncc(Cc3ccc(Cl)cc3)s2)c2ccccc21 | 5.5% | 9% | 15% | ? | -6% | -14% | 5% | -0.2% | 0.8%
O=S(=O)(/C=C/c1ccccc1)NCCc1ccccn1 | 0.4% | 4% | 4% | 14% | -4% | 5% | 14% | -0.7% | 0.0%
O=C(c1ccccc1)N(CCN1CCOCC1)C1(C(=O)Nc2ccccc2)CCCCC1 | 3.1% | 7% | 1% | 3% | -2% | -5% | 3% | 0.1% | -0.3%
CCCc1ccc(OCc2ccc(C(=O)N3CCSCC3)o2)cc1 | 8.0% | 11% | 3% | -5% | 3% | -1% | 7% | / | -1.2%
CC(C)c1c(C(=O)N/N=C/c2ccc(OCc3ccccc3)cc2)nnn1-c1nonc1N | 3.6% | -1% | -10% | -14% | -7% | 7% | 10% | / | 3.3%
COc1ccccc1Nc1ncccc1C(=O)NCc1ccccc1 | 3.5% | 2% | -13% | -2% | -2% | 0% | 11% | -1.8% | -0.1%
OC(COc1c(F)cc(Br)cc1F)CN1CCN(c2ccc(F)cc2)CC1 (centres undefined) | 7.5% | 19% | -1% | -4% | -7% | 14% | 7% | -0.4% | /
N=c1c2c3c(sc2ncn1Nc1ccccc1)CCC3 | / | 7% | -15% | / | 5% | 1% | / | / | 0.1%
COCCNC(=O)COc1ccc(C)cc1C(=O)c1cc(C#N)c(=O)n(C2CC2)c1 | 2.8% | 3% | 0% | -14% | -2% | 1% | 3% | -0.7% | -0.2%
CCCCOc1ccc(C(=O)NCCc2ccccc2)cc1 | 2.5% | 15% | 13% | 1% | -2% | -4% | 3% | / | 0.5% | NS5 inhibitors pilot replicate=-2.8
Cc1ccc(S(=O)(=O)N2CCOCC2)cc1NC(=O)CSc1nccn1C | 0.7% | 9% | 0% | 0% | -7% | -12% | 0% | 6.9% | -0.2%
O=C1OC/C(=C(/O)c2ccc(Cl)cc2)C1=O | 1.4% | 12% | 4% | -2% | -7% | 0% | 2% | / | -0.3%
Cc1onc(-c2c(Cl)cccc2Cl)c1C(=O)N1CCc2ccccc21 | 9.0% | 5% | 23% | 1% | 1% | -2% | 5% | 0.9% | 1.1%
CC1=C([N+](=O)[O-])C(c2ccccc2)C2=C(N1)c1ccccc1C2=O (centres undefined) | 4.2% | 29% | -1% | 15% | -3% | 9% | 13% | -3.3% | 1.1%
Cc1ccc2[nH]c3nc(SCC#N)nnc3c2c1 | 6.3% | 2% | 19% | -4% | -9% | -2% | 3% | / | 0.4%
COc1ccc(CNC(=O)Cn2cc([N+](=O)[O-])cn2)cc1 | -1.0% | 1% | / | -5% | / | / | 1% | / | /
O=C(CSc1ccsc1[N+](=O)[O-])N1CCCCC1 | -0.7% | 13% | -1% | -4% | -4% | 4% | 4% | -1.3% | -0.3%
O=C(CSc1ccc([N+](=O)[O-])cc1)NNC(=O)c1ccccc1F | 1.5% | 8% | 1% | -7% | -1% | 2% | 9% | / | -0.7%
CCOC1CCCCC1NS(=O)(=O)c1ccc(Cl)cc1 (centres undefined) | 0.5% | 7% | 11% | -1% | 1% | -7% | 3% | -1.6% | -0.1%
Cc1cccc(-c2oc3ccc(-c4ccc5c(c4)OCO5)cc3c2/C=C/c2ccc(N)cc2)c1 | 9.4% | 9% | -4% | -10% | -8% | 2% | 7% | / | -0.7%
CCCCSc1nc(C)cc(SCC(=O)N/N=C/c2cccc(OC)c2O)n1 | 1.3% | 5% | 21% | 4% | -1% | 9% | 9% | -0.2% | /
COc1cccc(-c2nc(-c3ccccn3)no2)c1 | 2.3% | 5% | -3% | / | -10% | -2% | / | -1.8% | -0.2%
COc1ccc(C(=O)CSc2nnc(COc3ccccc3)n2Cc2ccco2)cc1 | 4.7% | 8% | 22% | -8% | 0% | -5% | 16% | 3.3% | 0.0% | NS5 inhibitors pilot replicate=-3.3
C/C(=N\OC(=O)c1ccc(F)cc1)c1sc(-c2ccc(Cl)cc2)nc1C | 4.0% | 16% | / | -1% | / | / | 11% | / | /
